# APJ antag = APJ receptor antagonism | P35414 | CHO-K1 APJ beta-arrestin complementation, luminescence | inhibition, % at 20 µM | 0.32% of 330,000 active | AID 2521;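 active = inhibition above about 40% at 20 µM, limit read from the data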;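 also: cells challenged with 10 nM apelin-13 agonist together with compound; plate controls were apelin-13 plus DMSO wells for no effect and DMSO wells lacking apelin-13 for full effect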
# Mdm2 MdmX PPI = human Mdm2/MdmX binding inhibition. inhibition, % at 8 µM. O15151+Q00987. SaOS-2 split-luciferase Mdm2/MdmX complementation, luminescence. 3% of 330,000 active;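 active = inhibition of at least 50% at 8 µM in the primary screen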
# Target sequence (O15151 whole entry, looked up): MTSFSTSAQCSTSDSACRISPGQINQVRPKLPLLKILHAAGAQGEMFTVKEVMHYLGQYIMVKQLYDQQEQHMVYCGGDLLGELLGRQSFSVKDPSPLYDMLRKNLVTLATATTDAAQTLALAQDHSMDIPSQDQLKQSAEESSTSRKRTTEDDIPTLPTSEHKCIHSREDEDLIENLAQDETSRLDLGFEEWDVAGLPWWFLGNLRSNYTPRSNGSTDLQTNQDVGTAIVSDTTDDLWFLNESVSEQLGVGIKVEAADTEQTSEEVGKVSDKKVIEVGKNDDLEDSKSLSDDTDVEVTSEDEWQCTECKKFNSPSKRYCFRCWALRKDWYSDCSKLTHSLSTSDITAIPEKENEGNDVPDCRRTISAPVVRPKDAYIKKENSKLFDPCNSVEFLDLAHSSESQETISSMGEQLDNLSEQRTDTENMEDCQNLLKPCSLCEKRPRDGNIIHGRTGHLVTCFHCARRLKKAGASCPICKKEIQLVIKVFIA
# Target sequence (Q00987 whole entry, looked up): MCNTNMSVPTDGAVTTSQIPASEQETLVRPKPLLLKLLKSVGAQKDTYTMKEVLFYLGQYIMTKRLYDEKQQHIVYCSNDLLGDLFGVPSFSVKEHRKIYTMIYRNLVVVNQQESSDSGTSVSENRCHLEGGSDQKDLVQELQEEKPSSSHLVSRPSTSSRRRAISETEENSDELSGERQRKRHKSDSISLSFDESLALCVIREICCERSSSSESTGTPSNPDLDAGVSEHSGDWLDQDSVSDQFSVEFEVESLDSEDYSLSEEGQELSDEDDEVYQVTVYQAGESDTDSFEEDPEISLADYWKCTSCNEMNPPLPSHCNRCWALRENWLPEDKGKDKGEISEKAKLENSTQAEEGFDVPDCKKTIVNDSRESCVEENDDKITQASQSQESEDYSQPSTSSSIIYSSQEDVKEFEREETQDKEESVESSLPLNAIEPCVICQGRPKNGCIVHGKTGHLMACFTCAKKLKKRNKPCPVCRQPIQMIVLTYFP
# UPR CHOP act = activators of apoptotic arm of unfolded protein response (CHOP) | CHO-CHOP luciferase reporter, UPR activation, luminescence; percent of tunicamycin response over DMSO baseline | activation, % at 10 µM | 0.34% of 330,000 active | AID 449763;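 active = at 10 µM dose, activation of 40% or more, normalized to positive control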;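 also: 100% = tunicamycin at 10 µg/mL and 0% = DMSO alone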
#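 Assay system: CHO cells with stable CHOP pathway luciferase reporter; Buffer or medium: F12 plus 10% serum; Times: 16-18 h cell attachment, then 6 h compound exposure, 37 °C; Signal: luciferase luminescence; Read-out basis: percent activation relative to tunicamycin control; Control set: tunicamycin high control, DMSO low control.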
# XBP1 UPR activ = activators of adaptive arm of unfolded protein response (XBP1); CHO-XBP1 luciferase reporter, IRE1-XBP1 UPR activation, luminescence; percent of tunicamycin response, DMSO as zero; activation, % at 20 µM; 0.33% of 330,000 active; AID 463104;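 active = versus positive control, 20 µM dose yields 30% or more activation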;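 also: 100% = tunicamycin at 10 µg/mL and 0% = DMSO only wells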
#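 Material: CHO-XBP1 cells stably carrying IRE1-XBP1-driven luciferase reporter | Medium: F12 with 10% serum | Compound dosing: 20 µM single concentration, DMSO 1% | Incubation: Overnight seeding at 37 °C, 6 h compound treatment at 37 °C | Detection: Steady-Glo luminescence read | Read-out basis: % activation of reporter signal versus tunicamycin and DMSO controls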
# CCR6 antagonist = CCR6 (human) receptor antagonism; 0.49% of 340,000 active; AID 493098; CHO-K1 CCR6 PathHunter beta-arrestin, luminescence, CCL20-stimulated; inhibition, % at 20 µM; P51684;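 active = compounds whose inhibition of the agonist-driven luminescence signal at 20 µM reaches about 50%, limit read from the data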;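 also: cells stimulated with CCL20 at 14 nM final; plate controls were DMSO with CCL20 for no effect and DMSO without agonist for full effect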
# tim23-1 inh = growth inhibitors of tim23-1 mutant yeast. inhibition, % at 20 µM. S. cerevisiae tim23-1 growth, BacTiter-Glo luminescence, 24 h. 1.3% of 330,000 active;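 active = growth inhibition of the mutant yeast at or above 50%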;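 also: temperature-sensitive mutant grown at 25 °C; plate controls were DMSO-treated mutant yeast for no effect and medium wells lacking yeast for full effect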
# EBI2 antag = antagonists of human EBI2 receptor; EBI2 beta-arrestin recruitment, luminescence, 7a,25-OHC stimulated; AID 651636; 0.81% of 360,000 active; inhibition, % at 5 µM; P32249; in the data active = inhibition above about 38%;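 also: enzyme fragment complementation signal reports receptor beta-arrestin coupling in cells; 0% = agonist plus DMSO wells and 100% = wells without agonist; some results beyond the cut were filed as inactive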
# APJ agonist = activates the human apelin receptor APJ | CHO-K1 APJ PathHunter beta-arrestin, luminescence; 0% DMSO wells, 100% apelin | activation, % at 20 µM | 0.11% of 330,000 active | AID 2520;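 active = activation more than six SD over the plate average, tested at 20 µM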;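 also: 0% = DMSO alone and 100% = apelin-13 at 10 nM; some results filed as inactive read as strong as hits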
#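 Material: engineered CHO-K1 APJ arrestin reporter cells; amount: 1000 CHO-K1 reporter cells seeded per well; incubation: compound stimulation 90 min at 25 °C, detection 60 min; signal: luminescent beta-gal fragment complementation, chemiluminescent substrate; read-out basis: APJ agonist activity; controls: DMSO-only wells as negative, 10 nM Apelin-13 as positive control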
# CXCR6 inh = CXCR6 (human) receptor inhibition | O00574 | CHO-K1 PathHunter CXCR6 beta-arrestin, luminescence | inhibition, % at 20 µM | 0.36% of 360,000 active | AID 602244; in the data active = inhibition above about 34%, passing the limit was not always enough;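 also: antagonist mode with CXCL16 agonist at 10 nM final; 0% = 10 nM CXCL16 with DMSO and 100% = unstimulated wells without agonist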
# * marks the source's active call; other numbers are inactive results; / = not tested or not shown. Not all compounds are listed; the hit share may differ from the screen's.
SMILES,APJ antag,Mdm2 MdmX PPI,UPR CHOP act,XBP1 UPR activ,CCR6 antagonist,tim23-1 inh,EBI2 antag,APJ agonist,CXCR6 inh
CCc1ccc2c(c1)/C(=C/C(=O)c1cccs1)C(=O)N2,-1,47,-6.7,-9,45,54*,67*,3,41*
O=C(CN1C(=O)NC2(CCCC2)C1=O)OCCOc1ccc(Cl)cc1Cl,-34,15,0.0,1,-1,13,2,7,-12
CC(OC(=O)c1ccc(Cl)c(S(=O)(=O)N2CCc3ccccc32)c1)C(=O)Nc1ncc(Cl)cc1Cl (configuration not stated),-12,12,-0.3,-6,12,18,19,-2,4
O=C(N/C=C\n1cnc2cc(C(F)(F)F)ccc21)c1ccc([N+](=O)[O-])cc1,-48,-14,-1.1,-2,3,20,-3,-3,-16
N#Cc1ccccc1CN1C(=O)S/C(=C/c2cccn2-c2cccc(C(=O)O)c2)C1=O,5,-6,0.9,-2,10,19,-4,1,2
Cc1[nH]n(-c2ccccc2)c(=O)c1/C=C1\C=NN=C1c1ccccc1,-21,1,3.3,4,13,62*,23,5,-2
S=C(Nc1ccc(Br)cc1)N1CCN(C2CCCCC2)CC1,-29,-18,0.7,-3,-2,0,6,-3,-20
O=C(c1cccc(-n2cnnn2)c1)N1CCOCC1,-5,10,0.5,-1,3,-13,0,1,3
O=C(O)c1cccc(S(=O)(=O)N2Cc3ccccc3C2)c1,8,-9,0.3,-2,2,1,9,-4,-1
Cc1cccc(CS(=O)(=O)c2ncc(Cl)c(C(=O)NCc3ccc4c(c3)OCO4)n2)c1,-11,60*,28,-7,48,20,17,-5,57*
CCCS(=O)(=O)Nc1c(C(=O)O)[nH]c2ccccc12,-4,-17,4.4,1,7,-2,2,-3,3
CCOC(=O)Cn1nc(C)c(NC(=O)CCc2ccccc2)c1C,19,-5,-1.4,0,19,8,-7,-2,2
CCOC(=O)C1CCN(C(=O)COc2ccc(Cl)cc2Cl)CC1,-11,14,-0.8,-2,0,-2,28,-3,8
CC(NC(=O)c1ccc(S(=O)(=O)NCc2ccco2)cc1)c1ccc(F)cc1 (configuration not stated),34,4,-1.8,-2,8,8,7,-5,2
COC(=O)c1[nH]c2cc(C)ccc2c1NC(=O)CN1CCCc2ccccc21,-1,26,0.9,20,12,21,-2,2,-2
O=C(Nc1ccccc1C(F)(F)F)c1cc(-c2cccc(O)c2)on1,-1,-11,2.2,-1,-14,14,-2,2,-4
CC(C)C1Nc2c(C(=O)O)cccc2C(Nc2ccccc2C(=O)O)C1(C)C (configuration not stated),2,-5,0.1,-2,2,15,1,-1,9
COc1ccc(NC(=O)CC2C(=O)N(c3ccc(OC)cc3)C(=O)N2CCN2CCN(C)CC2)cc1 (configuration not stated),7,-23,-1.2,-3,-3,15,-4,-4,4
C=C(C)CNC(=S)N/N=C/c1ccco1,3,7,3.3,1,7,-11,-9,-7,-8
CN1CCN(c2ccc(S(=O)(=O)N3CCCCC3)cc2NC(=O)c2ccc(C#N)cc2)CC1,0,-7,0.5,0,-9,12,-13,2,-4
CCc1nnc(NC(=O)NC(C)(C)C)s1,28,3,-0.5,-2,6,2,-7,-3,0
Cc1cc(F)ccc1NCc1ccc([N+](=O)[O-])cc1,15,-7,1.6,5,15,9,13,-3,1
CC(=O)c1cccc(NC(=O)NC2CCCCCCC2)c1,-8,-6,2.5,0,19,11,7,-3,2
Nc1cc(C(F)(F)F)cc2c1SCC(=O)N2,7,-10,0.9,2,8,0,-16,-1,-6
CC(=O)c1cccc(OCC(O)CNCC2COc3ccccc3O2)c1 (configuration not stated),10,14,0.6,-3,-1,18,3,-2,2

# Reformatted: four of the compounds above.
smiles: N#Cc1ccccc1CN1C(=O)S/C(=C/c2cccn2-c2cccc(C(=O)O)c2)C1=O
  APJ antag = 5; Mdm2 MdmX PPI = -6; UPR CHOP act = 0.9; XBP1 UPR activ = -2; CCR6 antagonist = 10; tim23-1 inh = 19; EBI2 antag = -4; APJ agonist = 1; CXCR6 inh = 2

smiles: Cc1[nH]n(-c2ccccc2)c(=O)c1/C=C1\C=NN=C1c1ccccc1
  APJ antag = -21; Mdm2 MdmX PPI = 1; UPR CHOP act = 3.3; XBP1 UPR activ = 4; CCR6 antagonist = 13; tim23-1 inh = 62*; EBI2 antag = 23; APJ agonist = 5; CXCR6 inh = -2

smiles: S=C(Nc1ccc(Br)cc1)N1CCN(C2CCCCC2)CC1
  APJ antag = -29; Mdm2 MdmX PPI = -18; UPR CHOP act = 0.7; XBP1 UPR activ = -3; CCR6 antagonist = -2; tim23-1 inh = 0; EBI2 antag = 6; APJ agonist = -3; CXCR6 inh = -20

smiles: O=C(c1cccc(-n2cnnn2)c1)N1CCOCC1
  APJ antag = -5; Mdm2 MdmX PPI = 10; UPR CHOP act = 0.5; XBP1 UPR activ = -1; CCR6 antagonist = 3; tim23-1 inh = -13; EBI2 antag = 0; APJ agonist = 1; CXCR6 inh = 3

# Copied from the listing, two compounds:
SMILES,APJ antag,Mdm2 MdmX PPI,UPR CHOP act,XBP1 UPR activ,CCR6 antagonist,tim23-1 inh,EBI2 antag,APJ agonist,CXCR6 inh
CCc1ccc2c(c1)/C(=C/C(=O)c1cccs1)C(=O)N2,-1,47,-6.7,-9,45,54*,67*,3,41*
O=C(CN1C(=O)NC2(CCCC2)C1=O)OCCOc1ccc(Cl)cc1Cl,-34,15,0.0,1,-1,13,2,7,-12

# More records:
SMILES,APJ antag,Mdm2 MdmX PPI,UPR CHOP act,XBP1 UPR activ,CCR6 antagonist,tim23-1 inh,EBI2 antag,APJ agonist,CXCR6 inh
COc1ccc(/C=N/Nc2nnc(C)n2N)cc1OC,-71,-8,-0.2,2,-5,3,-2,7,-4
CCOC(=O)c1cc(CC)sc1NC(=O)c1ccc(N2C(=O)CCC2=O)cc1,9,30,0.8,2,21,10,14,3,-5
COc1cc2c(cc1OC)CN(C(=O)Nc1ccccc1)CC2,12,-3,-0.5,-2,-6,4,1,1,-2
C=C(C(=O)Nc1ccccc1)c1ccc(C)cc1,5,-5,-0.1,-2,10,-1,-8,6,-5
COc1ccc(C(CNS(=O)(=O)c2ccccc2)N2CCN(C)CC2)cc1 (configuration not stated),3,-7,0.9,2,1,7,-3,-1,1
Cc1cc2c(c(SCC(=O)NCc3ccccc3Cl)n1)C(=O)OC2,10,-1,1.7,-3,5,14,3,-1,-5
CNC(=O)C(=O)NCC1CCCN1S(=O)(=O)c1cccs1 (configuration not stated),12,-17,-0.1,-2,-15,9,0,-3,-18
C=CCN1C(=O)CSc2ccc(C(=O)NCc3ccc(F)cc3)cc21,6,11,-1.0,-2,15,8,7,0,4
CCCCCc1cc(=O)[nH]c(=S)[nH]1,-4,-8,-0.6,-1,-2,6,-16,-2,6
Cc1ccc(-c2nc(C3CCCN(S(=O)(=O)c4ccc(C)cc4)C3)no2)cc1 (configuration not stated),2,19,2.9,-1,17,18,1,-5,8
Nc1ccc2oc3ncccc3c(=O)c2c1,0,-2,1.0,0,4,3,-1,-4,7
CCc1nc2scc(-c3ccc(C)cc3)c2c(=O)n1N,19,-25,0.4,0,11,17,-7,-2,0
Cc1ccc(/C=N/n2nnnc2N)o1,13,13,-1.7,-3,-14,12,-6,-1,-6
COc1nc(-c2ccccc2)nc(C)c1CC(=O)O,-9,-4,-0.2,-2,8,-7,-8,-1,-3
CCOC(=O)CN1C(=O)N(CC)C(C)=C(C(=O)OC)[C@@H]1c1ccccc1,8,-43,0.8,-3,11,2,-6,6,-8
CCN1CCN(CC(=O)N2c3ccccc3CC2C)CC1 (configuration not stated),8,-8,0.2,0,-27,-3,-1,-6,-2
Cc1ccc(NC2CCCCC2NS(=O)(=O)c2ccccc2)c(C)c1 (configuration not stated),-12,0,1.6,-6,18,44,-5,3,-22
COCCCNC(=O)c1cc2c(=O)n3cccc(C)c3nc2s1,9,-8,1.3,3,-2,17,-9,-5,3
COc1ccccc1C(=O)NC(=O)COC(=O)c1ncc(Cl)c(Cl)c1Cl,-3,14,-0.8,0,0,-15,1,-3,2
CCOc1ccc2nc(SC3CC(=O)N(c4ccc(OC)cc4)C3=O)sc2c1 (configuration not stated),-4,66*,45*,-7,28,19,-2,-2,6
COCC(=O)NC1CCN(S(=O)(=O)c2ccc(C(=O)O)cc2)CC1,2,33,-0.6,3,-6,12,1,-5,0
CCOC(=O)CSc1nc(N)c(C#N)c(CC(C)C)c1C#N,3,9,-0.7,2,4,9,9,-4,-12
N#C/C(=C\c1cccs1)C(=O)Nc1ccccn1,-5,13,3.7,3,8,3,2,-6,-7
COc1cccc(NC(=O)CSc2nc(N)cc(N)n2)c1,4,4,0.5,3,-7,-13,-8,-5,0
CCOC(=O)N1CC=C2C(C#N)=C(N)C(C#N)(C#N)[C@H](c3ccc(OC(C)C)c(OCC)c3)[C@H]2C1,9,7,3.9,1,43,6,6,-7,12

# New compounds follow:
SMILES,APJ antag,Mdm2 MdmX PPI,UPR CHOP act,XBP1 UPR activ,CCR6 antagonist,tim23-1 inh,EBI2 antag,APJ agonist,CXCR6 inh
O=C(c1ccco1)N1CCN(C(=O)c2ccccc2[N+](=O)[O-])CC1,-8,-1,-1.9,0,16,-2,2,-4,0
Cn1cnnc1SCC(=O)Nc1ccc(N2CCOCC2)cc1,-15,28,1.3,1,-2,-7,2,-2,3
O=C(NCCN1C(=O)C2C3C=CC(C3)C2C1=O)N1CCCCC1 (configuration not stated),-2,-16,-1.3,0,4,12,-7,-3,-1
NC1=NC(c2cccc(O)c2)n2c(nc3ccccc32)N1 (configuration not stated),-6,-18,1.5,-2,5,5,-10,0,-3
COc1ccccc1NS(=O)(=O)c1cc(NC(=O)c2ccncc2)ccc1N1CCCC1,-16,-7,1.5,0,2,23,5,-2,12
COc1cc(CNCCO)ccc1OCC(=O)Nc1ccc(Br)cc1,-13,-1,2.5,-1,13,3,-12,-6,-4
O=S(=O)(N/N=C/c1ccccc1F)c1ccccc1,0,-43,-1.0,-4,1,17,1,-3,-1
O=c1c2c(-c3ccc([N+](=O)[O-])cc3)csc2nc2n1CCC2,-12,23,-0.3,4,-26,15,-8,-1,-4
CCCc1ccc(OCC(O)CN2CCN(C(=O)OCC)CC2)cc1 (configuration not stated),13,-8,1.7,2,4,-31,23,-2,2
O=C(Nc1ccc(Cl)c(C(F)(F)F)c1)NC1CC2CCCC(C1)N2Cc1ccccc1 (configuration not stated),-2,83*,3.6,10,12,10,/,5,/
